HSF1 activator = increases HSF-1 driven luciferase reporter signal. NIH3T3-HGL HSF-1 luciferase reporter, MG132, 8 h; 100% = twice DMSO control signal. activation, % at 9 µM. hit rate 1.7% among 300,000;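 active means mean replicate activation of at least 50% with a set share of replicates each reaching 50%; inconclusive means only one of those two conditions met; inactive means mean below 50% and too few replicates reaching it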;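 further: 0% = median of the neutral control wells and 100% = twice that signal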
HSP90 refold inh = HSP90 refolding inhibition in rabbit reticulocyte lysate. hit rate 0.91% among 290,000. AID 1789. luciferase refolding luminescence, 3 h. inhibition, % at 5.6 µM;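 active means inhibition above the screen-wide mean plus 3 SD, computed separately per campaign, cut at about 16% in these data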;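 further: 0% = DMSO wells and 100% = 60 µM geldanamycin wells; inhibitors lower the luminescence because luciferase stays unfolded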
AI-2 QS mod = Vibrio harveyi AI-2 quorum sensing modulation. Vibrio harveyi JMH597 AI-2 luminescence/OD600 ratio, 9 h; active compounds read low; strain lacks LuxN and CqsS sensors; 0 = neutral-control median. activity change, % at 7.5 µM. hit rate 0.4% among 300,000. AID 2094; in the data active means activity change below about -75%, passing the limit was not always enough; inconclusive means no clear call, values can overlap the other calls;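 further: luminescence divided by OD600 gain over 9 h not by final OD600 alone; inactives centre near 13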
KLF5 inhibitor = suppresses KLF5 promoter-driven expression. DLD-1 KLF5 promoter-luciferase reporter, luminescence. inhibition, % at 5 µM. hit rate 0.23% among 290,000;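 active means inhibition above a per-plate limit of that plate's mean compound inhibition plus 3 SD, cut at about 60% in these data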;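 further: 0% = DMSO wells and 100% = LY294002 at 200 µM; higher means less KLF5 promoter-driven luciferase light; inactives centre near -14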
Platelet DG rel = platelet dense granule release activity | human platelet-rich plasma, SFLLRN dense granule ATP release, luminescence | inhibition, %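 (compounds screened at 7.5 µM in platelet-rich plasma)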 | hit rate 0.22% among 300,000 | AID 1663;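 active means mean replicate score, as percent of positive control, at or above 50; inconclusive means mean below 50 but at least one replicate at or above 50; inactive means mean and every replicate below 50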
IEC-6 tox = counter-screen for KLF5 inhibitors: cytotoxicity in IEC-6 cells; IEC-6 cytotoxicity, luminescence viability; inhibition, % at 5 µM; hit rate 0.78% among 290,000; in the data active means inhibition above about 22%;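 further: 0% = plate median of test compound wells and 100% = cytotoxic reference compound wells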
HSF1 inhib = HSF1 inhibition | NIH3T3-HGL HSE-luciferase, MG132-induced, luminescence 8 h; active compounds read low | activity change, negative = inhibition, % at 7.5 µM (by protocol) | hit rate 0.77% among 300,000;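 active means more than half of replicate wells show activity change below -50%, luminescence cut by over half; inconclusive means some wells, but at most half, below -50%; inactive means no replicate well below -50%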;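 further: luciferase reports HSF-1 transcriptional activity via heat shock element; 0% = median of DMSO wells and -100% = zero luminescence signal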
SKKanGAS inh = blocks kanamycin growth of S. pyogenes SKKanGAS strain. BacTiter-Glo, 6 h. inhibition, % at 7.5 µM. hit rate 1.3% among 300,000. AID 1662;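 active means mean replicate score, as percent of positive control median, at least 50; inconclusive means mean below 50 but one replicate at or above 50; inactive means mean and every replicate below 50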;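 further: strain carries kanamycin resistance gene driven by streptokinase promoter and grows in 40 µg/ml kanamycin; loss of luminescence reflects streptokinase promoter inhibition or plain growth inhibition; 0% = median of DMSO wells and 100% = positive control at its reference dose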
aSyn UTR inh = 5' untranslated region of α-synuclein, MLPCN primary screen | inhibition, % (tested at 7.5 µM) | alpha-synuclein 5'UTR reporter, inhibitor activity | hit rate 0.82% among 300,000; in the data active means inhibition above about 60%; inconclusive means no clear call, values can overlap the other calls;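 further: H4 neuroglioblastoma cells stably carrying SNCA 5'UTR luciferase fusion; 0% = DMSO wells and 100% = positive control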
HIF act = HIF pathway transcriptional activation; U2OS HRE-luciferase reporter, luminescence; normalized: DMSO 0%, desferrioxamine 100%; activation, % at 7.5 µM (by protocol); hit rate 0.32% among 300,000; AID 1910;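 active means mean activation of at least 10% of the iron chelator positive control signal, with at least half of replicates also reaching 10%; inconclusive means mean and replicate majority disagree about reaching 10%; inactive means mean and most replicates under 10%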
Starred values were filed as active, the others as inactive; ? = inconclusive; · = not tested or not shown.

SMILES	HSF1 activator	HSP90 refold inh	AI-2 QS mod	KLF5 inhibitor	Platelet DG rel	IEC-6 tox	HSF1 inhib	SKKanGAS inh	aSyn UTR inh	HIF act
O=[N+]([O-])c1ccc(N/N=C/c2cccc(O)c2O)c(S(=O)(=O)N2CCOCC2)c1	·	0	19	-18	-4	1	·	5	39	·
CCCCN(C(=O)c1ccc(-c2ccc([N+](=O)[O-])cc2)o1)c1c(N)n(CCCC)c(=O)[nH]c1=O	-3	·	·	·	-13	·	0	-11	4	0.1
NC(=O)c1ccsc1NC(=O)CCc1ccccc1	33	-1	-23	-73	-2	-1	21	1	-153	-11
Cc1cccc(C)c1NC(=O)CSc1nnc(-c2ccco2)n1N	7	-3	20	-10	20	1	-4	6	7	0.3
Cc1cc(NC(=O)c2cccs2)ncc1NC(=O)C(C)(C)C	-28	11	4	-147	15	1	-22	0	-40	0.1
CC(C)(C)NC(=O)NC(=O)COC(=O)CNC(=O)C1CCCCC1	-9	0	12	-21	0	-2	-2	2	-22	-0.3
Cc1cccc(CCNC(=O)c2cc(S(=O)(=O)N3CCCCC3)c[nH]2)c1	3	-3	13	-15	2	5	1	0	19	-0.5
CN1CCCN(S(=O)(=O)c2cccc(Cl)c2Cl)CC1	-48	0	23	-2	-3	-1	-33	-1	23	0.6
Cc1ccccc1OCCN1C(=O)NC2(CCCc3ccccc32)C1=O (configuration not stated)	24	3	-1	-1	8	2	6	3	28	1.0
Cc1ccc(NC(=O)CN(C)C(=O)CSc2nc(C)cs2)cc1	0	-3	·	-31	3	-1	-5	-3	-11	-0.1
O=S(=O)(Nc1ccc(S(=O)(=O)Nc2ccccc2)cc1)c1ccccc1	18	-1	16	-27	-1	-3	-1	5	19	0.0
Cc1cc(C)nc(SCC(N)=O)n1	3	2	29	-25	0	-5	-5	-1	1	-0.3
O=C(NCC(O)c1ccccc1)c1cccs1 (configuration not stated)	13	-2	-4	-152	1	-1	10	1	-136	1.0
COc1ccc(CN2C(=O)C(CC(C)C)Nc3ncnc(N4CCN(c5ccccc5)CC4)c32)cc1 (configuration not stated)	16	·	-5	·	2	·	12	11	38	0.5
O=c1cc(CNCCCO)c2ccccc2[nH]1	-2	3	-5	-9	1	4	-7	-15	10	-0.7
CCOC(=O)C1C(=O)OC2(CCOC(C)(C)C2)C1C(=O)OCC (configuration not stated)	·	1	3	-25	·	1	·	·	·	·
CCCc1nnc(SCC(=O)Nc2ccc(Cl)cc2Cl)o1	18	2	-4	-5	-25	3	11	-2	-51	0.2
COC(=O)Nc1ccc(S(=O)(=O)N2CCC(C(=O)NC3CCCCC3)CC2)cc1	-1	4	40	-4	10	-1	-8	10	-19	-0.4
CCCC(=O)Nc1ccc(Cl)c(NC(=O)c2cccnc2Cl)c1	2	-3	36	-18	35	-2	1	-5	6	0.0
COc1cc(Cl)ccc1OCc1cc(C(=O)N2CCN(C)CC2)no1	-12	0	11	-22	5	0	-3	0	1	0.1
CC(Sc1nc(NCc2ccccc2)nc(N2CCOCC2)n1)C(=O)Nc1ccccc1 (configuration not stated)	-2	2	16	-18	5	2	3	13	25	-0.3
CCOC(=O)CSC1=C(C#N)C(c2sccc2C)CC(=O)N1 (configuration not stated)	9	0	5	63*	3	81*	-1	3	75*	-0.4
CCOc1ccc2nc(NC(=O)CSCC(=O)Nc3cc(C)on3)sc2c1	-47	·	·	·	-11	·	-29	-15	-38	1.3
Cc1cc(C)n2ncc(-c3cccc(Br)c3)c2n1	-6	1	7	-5	1	8	2	-2	-16	2.0

Fetched one by one from the list above, 2 records:
SMILES	HSF1 activator	HSP90 refold inh	AI-2 QS mod	KLF5 inhibitor	Platelet DG rel	IEC-6 tox	HSF1 inhib	SKKanGAS inh	aSyn UTR inh	HIF act
Cc1cc(C)n2ncc(-c3cccc(Br)c3)c2n1	-6	1	7	-5	1	8	2	-2	-16	2.0
CCOC(=O)C1C(=O)OC2(CCOC(C)(C)C2)C1C(=O)OCC (configuration not stated)	·	1	3	-25	·	1	·	·	·	·

Next part
SMILES	HSF1 activator	HSP90 refold inh	AI-2 QS mod	KLF5 inhibitor	Platelet DG rel	IEC-6 tox	HSF1 inhib	SKKanGAS inh	aSyn UTR inh	HIF act
COc1ccc(N2C(=O)CSC2c2ccncc2)cc1 (configuration not stated)	?	0	8	-18	-8	-3	8	-12	0	-0.3
CCOC(=O)C1CCCN(CC(O)COc2ccccc2C(C)=O)C1 (configuration not stated)	1	4	12	-7	2	12	0	-4	23	-0.4
C1=C(CCNC2=NCCCCC2)CCCC1	-20	-2	·	-25	-2	0	-3	5	-7	-0.5
COC(=O)c1cc2nc(-c3ccccc3)cc(C)n2n1	-3	-4	15	-13	-12	1	-8	-6	10	-0.4
CN(C)c1ccc(S(=O)(=O)NCC(=O)NCc2ccccc2)cc1[N+](=O)[O-]	-24	1	5	-28	1	-1	-7	4	-5	-0.3
CCCCCCNC(=O)CC(NS(=O)(=O)c1ccc(NC(C)=O)cc1)C(C)C (configuration not stated)	-4	-4	15	-3	10	-3	-4	5	-3	0.0
S=C(c1ccc(N2CCOCC2)cc1)N1CCOCC1	-69	2	17	-24	-4	-2	?	-7	-12	0.4
Cc1cc(-n2c(SCC(=O)Nc3ccc(Br)cc3)nc3n[nH]c(C)c3c2=N)ccc1Cl	-27	-3	27	-13	2	11	-26	8	20	-2.7
Cc1ccc(C2CC(c3cccs3)=NN2S(=O)(=O)c2ccc(C)cc2)cc1 (configuration not stated)	35	0	15	-20	9	0	19	8	-54	3.2
CCN(CC(=O)Nc1ccccc1SC)Cc1nc2ccccc2c(=O)[nH]1	-3	4	2	-9	5	12	0	-4	2	-0.5
COc1ccc2[nH]cc(C3N4CC5(C)CN3CC(C)(C4)C5=O)c2c1 (configuration not stated)	28	5	16	-46	-14	1	5	-12	14	0.0
O=C1C(O)CC2c3ccccc3CC3(CCCC3)N12 (configuration not stated)	23	2	17	-22	5	-6	-1	-5	19	-0.2
COc1ccccc1-c1nc2c3ccccc3nc(=S)n2[nH]1	11	1	21	8	-4	7	1	-1	-11	1.4
COc1ccccc1-n1ccnc(SCC(=O)NCc2ccccc2Cl)c1=O	3	·	20	·	4	·	-3	-5	-13	0.1
COc1ccc(C(C)=O)cc1CSc1nc2ccccc2c(=O)n1-c1cccc(C)c1	21	-2	8	-7	2	3	7	12	25	-0.1
Cc1cc2oc(=O)cc(CN3CCCCC3C)c2c(C)c1Cl (configuration not stated)	21	-1	20	-28	-2	-3	4	18	35	0.1
C(=N\Nc1nc2ccccc2[nH]1)/c1ccc2c(c1)OCCO2	71*	5	-24	-58	4	7	49	20	2	-5.4
N#C/C(C(N)=O)=C1/SC=C(c2ccccc2)N1c1ccccc1	-5	5	15	16	-6	2	-5	-1	11	1.4
Cc1ncc([N+](=O)[O-])n1CC(=O)Nc1cccc(C(F)(F)F)c1	-9	6	-11	-23	-1	9	-6	-2	11	0.2
N#C/C(=N\Nc1ccc(Cl)cc1)C(N)=S	16	2	22	-14	-2	-1	-7	97*	-19	0.0
COc1ccc(-c2ccc(NC(=O)c3ccco3)cc2)nn1	-18	·	41	·	40	·	-28	34	55	-2.9
CCCCn1c(O)c(N=NC(=O)c2ccco2)c2ccccc21	9	-1	21	-29	4	0	14	6	-55	0.9
CC(=O)Nc1ccc(NC(=O)CSc2nc3nc(-c4cccs4)cc(C(F)(F)F)c3c(=O)[nH]2)cc1	2	0	11	-12	3	-1	3	1	0	0.1
CCOC(=O)N1CCN(c2cc(=O)n(-c3ccc(OCC)cc3)c(=O)[nH]2)CC1	-16	-1	22	-10	-5	-2	-12	0	0	0.3
CCN(C(=O)C(C)Cl)c1ccccc1 (configuration not stated)	-22	-5	10	-58	-2	-2	-15	0	19	-0.3
CC1=C(C(=O)N2CCCC(C(=O)c3cccc4ccccc34)C2)OCCO1 (configuration not stated)	14	2	8	-35	1	-9	6	-4	-26	0.4
Cc1ccc(-c2onc3ccc(C(=O)O)cc23)cc1	-52	72*	21	49	5	-1	-46	-3	-200	0.6
Cc1ccc(CC(=O)Nc2cccc([N+](=O)[O-])c2)cc1	-46	0	13	-12	1	-4	-32	5	-14	0.1
Cn1c(=O)c2c(ncn2CC(=O)OCC(=O)Nc2ccccc2)n(C)c1=O	-7	4	14	-7	3	4	-10	1	-7	0.0
Cc1nc2nc(C)c(NS(=O)(=O)c3ccc(CC(C)C)cc3)c(=O)n2[nH]1	48	-1	4	-5	1	3	13	3	12	0.1
Cc1ccc(NC(=O)CN2CCN(Cc3ccccc3)CC2)cc1Cl	-10	·	11	·	-10	·	6	-12	9	0.4
CCOc1ccc(CN2CCN(Cc3ccc(C)o3)CC2CCO)cc1 (configuration not stated)	-7	3	14	-30	-1	-1	-1	-3	15	-0.2
COc1cccc(C(C(=O)NCC2CCCO2)N(C(=O)Cn2nnc3ccccc32)c2ccccc2C(C)=O)c1OC (configuration not stated)	5	5	9	24	-5	-2	5	5	-11	0.1
CC1CCN(C(=O)CSc2nnc(-c3cccnc3)o2)CC1	1	-4	18	15	0	5	-1	1	-7	-0.3
Cc1nc2c(C)cccn2c1/C(O)=C1\C(=O)C(=O)N(CCN2CCOCC2)C1c1cccs1 (configuration not stated)	7	2	-4	-34	-4	9	-1	-5	-30	-0.1
N#CCC(=O)NC1CCC(CC2CCC(NC(=O)CC#N)CC2)CC1 (configuration not stated)	13	2	24	-14	3	-5	-1	-9	-6	0.1
CC(=O)c1ccc(NC(=S)N2CCN(CCO)CC2)cc1	-4	-2	1	-34	-1	-3	-1	-4	2	0.6
O=C(O)CNC(=O)c1ccccc1Br	-8	0	6	-28	1	-12	0	12	1	-0.1
O=C(Cc1ccc(Cl)cc1)N1CCC2(CC1)NCCc1[nH]cnc12	-2	1	20	-42	6	-4	0	7	11	-0.3
CCN(CC(=O)Nc1c(F)cccc1F)C(=O)c1cc(S(=O)(=O)N(C)C)ccc1N1CCCC1	-20	·	3	·	2	·	-2	1	35	0.2
CNc1nc2ccccc2n1/N=C/c1cccc(OC)c1OC	6	-3	14	-26	-4	6	-6	-11	31	0.0
COc1ccc(OC)c(S(=O)(=O)n2cccn2)c1	16	4	20	-21	2	-1	-2	0	1	-0.3
CC(=O)Nc1ccc(S(=O)(=O)N2CCN(Cc3cccnc3)CC2)cc1	3	5	-11	16	24	-4	2	7	-10	-0.3
S=c1[nH]nc(COc2ccc(Cl)cc2)n1C1CCCCC1	0	2	15	-16	6	1	1	-4	5	0.4
O=c1sc(N2CCN(c3ccc(F)cc3)CC2)nc2ccsc12	39	-2	13	-18	2	0	14	-6	-179	1.7
COc1cccc(-n2c(C)nn(C)c2=O)c1	0	1	19	15	1	2	-7	-3	-6	-0.5
CCOc1ccc(OCCOC(=O)CN(C)S(=O)(=O)c2ccc(NC(C)=O)cc2)cc1	-11	·	14	·	6	·	12	-11	-10	-0.1
COc1ccccc1C1CN=NC12CCCc1ccccc1C2=O (configuration not stated)	11	-4	12	-21	-5	-8	1	8	5	-1.1

Rows were taken by chance; any-hit rate near 6%.
